G9a block: blocks human histone lysine methyltransferase G9a; G9a H3K9 monomethylation, AlphaScreen, 2 h; Potency, µM (top dose mostly 102 µM), for inactives: top-dose activity, negative = inhibition, actives largely listed as inhibitors; 350,000 tested, 8.8% active; AID 504332; further: on the % scale 0 is the no-effect control and ±100 the full control effect; nearly all actives have a fitted effect of over 75% in size
Target sequence (Q96KQ7 913-1193 limits assumed): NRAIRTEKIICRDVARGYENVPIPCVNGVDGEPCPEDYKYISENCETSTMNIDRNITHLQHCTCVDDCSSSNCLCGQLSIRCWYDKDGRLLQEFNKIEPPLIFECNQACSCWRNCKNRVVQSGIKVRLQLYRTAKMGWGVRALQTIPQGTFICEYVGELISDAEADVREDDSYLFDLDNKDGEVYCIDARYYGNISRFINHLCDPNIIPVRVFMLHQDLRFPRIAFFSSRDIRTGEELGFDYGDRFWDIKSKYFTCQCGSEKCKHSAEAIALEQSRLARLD
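Readings reflect AlphaScreen signal from monomethyl-H3K9 antibody detection. HMT at 20 nM; substrate b-H3K9 500 nM; cofactor SAM 20 uM; 2 h RT reaction; compounds tested as titrations in qHTS with 15 min preincubation.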
POLI inh: DNA polymerase iota (human) inhibition | Q9UNA4 | Pol iota fluorescent replication assay, 10 min | Potency, µM (series often up to 115 µM), for the others: at the top dose activity, negative = inhibition, usual class: inhibitors | 390,000 tested, 1% active
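Pol iota at 10 nM preincubated 15 min with compounds at room temperature; reaction started with fluorescent substrate, 50 nM final. Fluorescence read kinetically at 0 and 10 min; buffer-only wells as negative control.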
Tb PGK inh: inhibitors of T. brucei phosphoglycerate kinase | P07378 | PGK/GAPDH coupled, Kinase-Glo luminescence, 60 min | Potency, µM (titrated, usually from 57.5 µM), without a hit: top-dose activity change, negative = inhibition, hits mostly inhibitors | 380,000 tested, 0.043% active; further: on the % scale 0 is the no-effect control and ±100 the full control effect; nearly all actives have a fitted effect of over 60% in size
Target sequence (P07378 whole entry, looked up): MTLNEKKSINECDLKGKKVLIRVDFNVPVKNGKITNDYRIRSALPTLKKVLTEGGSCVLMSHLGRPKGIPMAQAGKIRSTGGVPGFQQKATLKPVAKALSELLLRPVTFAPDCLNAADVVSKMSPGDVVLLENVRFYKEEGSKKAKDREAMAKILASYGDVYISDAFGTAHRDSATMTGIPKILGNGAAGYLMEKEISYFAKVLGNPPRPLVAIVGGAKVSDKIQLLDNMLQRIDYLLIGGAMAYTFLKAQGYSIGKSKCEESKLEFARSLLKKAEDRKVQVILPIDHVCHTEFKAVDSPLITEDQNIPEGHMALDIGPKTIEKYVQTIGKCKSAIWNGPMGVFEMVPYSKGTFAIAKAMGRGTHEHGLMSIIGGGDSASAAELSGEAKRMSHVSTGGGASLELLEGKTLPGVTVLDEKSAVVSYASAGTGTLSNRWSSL
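Luminescent ATP detection (Kinase-Glo Plus) follows a 60-minute room-temperature incubation, with wells lacking PGK as controls. Buffer: 100 mM TEA (pH 7.6), 5 mM MgCl2, 0.01% Tween-20. Coupling enzyme GAPDH (100 nM final) supplies unstable 1,3-BPG in-well.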
BAZ2B inh: BAZ2B (human) inhibition | Potency, µM (doses to about 114 µM), without a hit: at the top dose activity change, negative = inhibition, usual class: inhibitors | AlphaScreen BAZ2B-H3K14Ac peptide displacement | 360,000 tested, 4.4% active | Q9UIF8 | AID 504333; further: on the % scale 0 is the no-effect control and ±100 the full control effect; nearly all actives have a fitted effect of over 60% in size
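In this displacement format the biotinylated H3(5-23) peptide acetylated at Lys14 serves as ligand at 50 nM, with BAZ2B at 50 nM in PBS pH 7.4 containing 0.01% Tween-20. Donor and acceptor beads are 10 ug/mL final.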
Pin1 inhibitor: blocks the human prolyl isomerase Pin1; Q13526; Pin1 FP peptide displacement, HiFluor488, 10 min; Potency, µM (top dose mostly 115 µM), without a hit: top-dose activity, negative = inhibition, actives largely listed as inhibitors; 390,000 tested, 0.009% active; active means well fitted inhibition curve with a large enough effect in the polarisation, with a control signal flat, not every such curve was filed as active; inconclusive means small, poorly fitted or top-dose-only effect, or effect the other way, or a change in a side signal; inactive means no such curve, though single readings can be large or run the other way; the % refers to the polarisation; further: on the % scale 0 is the no-effect control and ±100 the full control effect
Target sequence (Q13526 whole entry, looked up): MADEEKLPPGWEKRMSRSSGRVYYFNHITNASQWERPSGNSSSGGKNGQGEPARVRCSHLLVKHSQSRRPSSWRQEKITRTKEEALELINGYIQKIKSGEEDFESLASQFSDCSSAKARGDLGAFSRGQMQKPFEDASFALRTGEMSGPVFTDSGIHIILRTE
JMJD2A Tudor: inhibitors of human JMJD2A Tudor domain | O75164 | AlphaScreen JMJD2A-Tudor / H3K4me3 peptide binding | Potency, µM (highest dose often 114 µM), inactives show at the top dose activity change, negative = inhibition, usual class: inhibitors | 390,000 tested, 4.4% active; further: on the % scale 0 is the no-effect control and ±100 the full control effect; nearly all actives have a fitted effect of over 50% in size
BLM helicase inh: blocks DNA unwinding by human BLM helicase. recombinant BLM DNA unwinding, fluorescence dequenching. P54132. Potency, µM (doses to about 56.1 µM), for the others: at the top dose activity change, negative = inhibition, hits mostly inhibitors. AID 2528. 350,000 tested, 0.2% active;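 further: plate controls were vehicle for no effect and no enzyme for full effect; nearly all actives have a fitted effect of over 35% in size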
GLS inh: blocks human kidney-isoform glutaminase activity; Potency, µM (highest dose often 45.5 µM), without a hit: top-dose activity change, negative = inhibition, hits mostly inhibitors; 410,000 tested, 0.21% active; AID 624170; GLS enzymatic activity, qHTS titration; O94925; further: on the % scale 0 is the no-effect control and ±100 the full control effect
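Two-point fluorescence kinetic (t0, 30 min RT) for hKGA; glutamate detected via glutamate oxidase–HRP–Amplex Red. Substrate: 1 mM L-glutamine solution; buffer 45 mM KH2PO4, pH 8.2.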
HP1b binding inh: HP1-beta chromodomain-methylated histone interaction inhibition. P83916. AlphaScreen HP1-beta / biotin-H3K9me3 peptide binding. Potency, µM (doses to about 114 µM), for inactives: at the top dose activity change, negative = inhibition, actives largely listed as inhibitors. 390,000 tested, 0.56% active. AID 540317; further: nearly all actives have a fitted effect of over 70% in size; inactives centre near 23
Target sequence (P83916 whole entry, looked up): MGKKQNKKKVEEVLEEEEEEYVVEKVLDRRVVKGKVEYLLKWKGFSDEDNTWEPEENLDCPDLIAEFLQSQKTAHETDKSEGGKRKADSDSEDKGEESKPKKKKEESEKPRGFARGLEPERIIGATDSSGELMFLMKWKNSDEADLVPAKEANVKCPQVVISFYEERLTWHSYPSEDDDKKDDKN
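Compound inhibition of the preformed complex between 50 nM HP1-beta and 50 nM biotinylated H3K9me3 peptide was read by AlphaScreen. Buffer was PBS pH 7.4 with 0.01% Tween-20. Incubations ran 30 min at room temperature, with 10 ug/mL donor/acceptor beads.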
Numbers without * were called inactive; i = inactive; ? = inconclusive; · = not tested or not shown; & = joins results of further samples; [ ] = another dose, or the depositor's remark. Unless noted, the call rests on the fitted dose curve; in most records, active means well fitted curve in the direction sought with a large enough effect; inconclusive means small, poorly fitted or top-dose-only effect, or another doubt; inactive means no such curve, though single readings can be large; an effect the other way counts as inactive or inconclusive. Potency means the concentration at half of the fitted maximal effect. A portion of the library; the hit share may differ from the screen's.

Values run as follows: G9a block | POLI inh | Tb PGK inh | BAZ2B inh | Pin1 inhibitor | JMJD2A Tudor | BLM helicase inh | GLS inh | HP1b binding inh
(1) C=CCN(C(=O)c1csnn1)C(C(=O)NC(C)(C)C)c1ccncc1 (configuration not stated)
  17% | 34%[activator] | -9% | -10% | 5% | -10% | 1% | 1% | 26%
(2) COc1cccc(/C=N/NC(=O)c2c(C)nc3ccc(Cl)cn23)c1OC
  23% | ? | -5% | -17% | ? | -18% | -10% | 4% | 39%
(3) CCc1nn(CC(=O)NCCCN2CCN(C)CC2)c(=O)c2cc3occc3n12
  16%[59 µM] | 3%&-5% | 0%&-1% | 5%&2% | -12%&1% | -18%&6% | 6%&1% | 11%&-2% | 30%&14%
(4) O=C(N/N=C/c1c[nH]c2ccccc12)c1ccncc1
  -7%[59 µM] | 114%[activator] | -2% | 6% | 0% | -6% | -6% | 2% | 41%[activator]
(5) CCC(C)(C)n1nnnc1C(c1ccc(C)cc1)N1CCSCC1 (configuration not stated)
  -9%[59 µM] | 1% | -6% | -5% | -6% | -26% | -5% | 11% | -3%
(6) CCCS(=O)(=O)c1cscc1NC(=O)c1c(-c2c(F)cccc2Cl)noc1C
  -4% | 4%[58.9 µM] | 1% | 3% | 3% | ? | -8% | 0% | 12%
(7) CN1CCN(C2=C(Cl)C(=O)c3ccccc3C2=O)CC1
  · | 6.3µM* | ? | · | 67µM* | 22µM* | · | 36%[activator] | ?
(8) C=CCN1C(=O)c2ccc(C(=O)OCC(=O)N(C)C3CCCCC3)cc2C1=O
  -32% | -14% | 5% | -13% | 0% | -12% | 1% | 2% | 7%
(9) COc1ccccc1CCNC(=O)Cn1ccc2cc(S(=O)(=O)N3CCCCCC3)ccc21
  -9%[59 µM] | 33%[activator] | 5% | -17% | 31%[activator] | -15% | -11% | 0% | 19%
(10) CC1(c2cccc(Br)c2)NC(=O)N(CC(=O)N2CCc3ccccc32)C1=O (configuration not stated)
  15%[59 µM] | 24% | -3% | -20% | -4% | -21% | · | 9% | 19%
(11) CC1=C(c2ccc(C)cc2)S(=O)(=O)N(Cc2ccc(C(=O)NCc3ccccc3)cc2)C1=O
  -3%[59 µM] | -3% | 0% | -16% | 8% | -28% | -24% | -11% | ?
(12) CC(=O)NC(Cc1cc(C)ccc1C)C(=O)N1CCN(C(=O)Nc2ccc(C(C)=O)cc2)CC1 (configuration not stated)
  -50%[59 µM] | 5% | 7% | -6% | -5% | -7% | 1% | 4% | 35%
(13) CCOC(=O)C1CCCN(S(=O)(=O)c2cc(Br)cc3c2N(C(C)=O)CC3)C1 (configuration not stated)
  22% | -8%&4% | -1%&-6% | -3%&-2% | -17%&2% | -6%&-11% | -2%&0% | -12%&-6% | 2%&31%
(14) O=C1[C@H](Cc2ccccc2)NCCCC[C@@H](c2ccco2)N1Cc1ccccc1
  · | 0%&-12% | -1% | · | -3% | -18% | · | -1% | 42%[activator]
(15) Cc1ccc(Cl)cc1NC(=O)C(C)n1nnc2sc3c(c2c1=O)CCCC3 (configuration not stated)
  -29%[59 µM] | 18% | · | -3% | 0% | -15% | -1% | -2% | 38%
(16) CC(=O)Nc1ccc(NC(=O)C2CCCN2/C=C/C(=O)C(F)(F)F)cc1 (configuration not stated)
  -36%[12.7 µM] | 80%[activator] | -2% | ? | -1% | -12% | 1% | 12% | 14%
(17) Cc1ccc(-n2c(O)c(/C=N/NC(=O)C3COc4ccccc4O3)c3ccccc3c2=O)cc1 (configuration not stated)
  -12%[59 µM] | 6% | 5% | -29% | ? | -29% | -8% | 15% | 7%
(18) CSc1nc(N)nc2c1ncn2C1OC(CO)C(O)C1O (configuration not stated)
  · | 44%[activator] | i | · | -1% | -3% | · | 8% | 19%[57 µM]
(19) C=CCc1cc(Cl)ccc1OCCOCCN(C)C
  7.9µM* | 83%[activator] | 2% | 50µM* | -7% | 3.5µM* | 3% | -3% | ?
(20) COc1ccc(S(=O)(=O)NCc2cccnc2)cc1C(=O)Nc1ccccc1
  · | 11% | 10% | -5% | 3% | -7% | -1% | 18% | 18%
(21) Brc1c(C[n+]2ccccc2)nc2ccccn12
  ? | 1% | i | -11% | -6% | -14% | 2% | -11% | 46%[activator]
(22) O=C(CCC1N=C2c3ccccc3N=C(SCC(=O)Nc3ccccc3F)N2C1=O)NCc1cccs1 (configuration not stated)
  3%[59 µM] | 39%[activator] | 9% | -10% | 34%[activator] | -6% | 3% | ? | 27%
(23) CC(C)Cn1c(=O)c(CCC(=O)Nc2ccc(N3CCOCC3)cc2)nc2cc(Cl)ccc21
  -14% | 38%[activator] | -10% | -36% | 16% | -10% | -1% | 6% | 19%
(24) COc1cccc(N(CC(=O)Nc2cccc(C(C)=O)c2)S(C)(=O)=O)c1
  25%[12.7 µM] | 0% | 4% | -2% | -3% | 20% | 2% | 9% | 25%
(25) CCOC(=O)C1CCN(Cc2ccc(C(=O)OC)cc2)CC1
  ? | 16% | 0% | 50µM* | -12% | 5.6µM* | -2% | -2% | -26%
(26) CCOC(=O)c1ccc(NC(=O)c2ccc[n+]([O-])c2)cc1
  1% | 28% | 11% | 2% | -8% | -2% | 0% | 3% | 30%
(27) O=C(c1ccco1)N1CCN(C(=O)c2cc3sccc3n2Cc2ccccc2)CC1
  15%[59 µM] | 17% | -3% | -11% | 2% | -26% | -5% | 2% | 7%
(28) Cc1ccc(S(=O)(=O)Cc2nc(-c3ccc(C(=O)NCc4ccccc4C)cc3)oc2C)cc1
  -33%[59 µM] | ? | -10% | ? | 94%[activator] | -25% | -11% | 3% | 34%
(29) C#CCNc1ccc(C(=O)OCC)cc1
  -3% | -77% | -4% | 6% | -1% | -7% | -6% | 9% | 17%
(30) CCN(C(C)=O)c1nc(CSc2nnc(NC(C)C)s2)cs1
  -20%[59 µM] | 12% | 1% | -34% | ? | -1% | -1% | 14% | 12%

Three compounds out of the list above, ordered by the number in POLI inh, lowest first:
no. | smiles | POLI inh
29 | C#CCNc1ccc(C(=O)OCC)cc1 | -77%
11 | CC1=C(c2ccc(C)cc2)S(=O)(=O)N(Cc2ccc(C(=O)NCc3ccccc3)cc2)C1=O | -3%
27 | O=C(c1ccco1)N1CCN(C(=O)c2cc3sccc3n2Cc2ccccc2)CC1 | 17%

Other compounds follow:
Values run as follows: G9a block | POLI inh | Tb PGK inh | BAZ2B inh | Pin1 inhibitor | JMJD2A Tudor | BLM helicase inh | GLS inh | HP1b binding inh
(31) CCOc1ccc(C(=O)N2CCN(c3ccccn3)CC2)cc1
  -7% | 114%[activator] | 2% | 6% | -1% | 0% | -4% | 17% | -1%
(32) Cc1ccc(C)c(N=Cc2cc3c(cc2[N+](=O)[O-])OCO3)c1
  ? | 33%[activator] | -7% | 20µM* | 13% | 50µM* | ? | 5% | 45µM*
(33) CCOc1ccc(C(=O)OCC(=O)N2CCOCC2)cc1OCC
  22% | 21% | i | 5% | -3% | -15% | -2% | 0% | -22%
(34) CCOC(=O)Cn1nnnc1CN(Cc1cccs1)Cc1cc2cc(C)cc(C)c2[nH]c1=O
  ? | -7% | i | -22% | 61%[activator] | -30% | -14% | -7% | 10%
(35) CC(C)(C)c1ccc(C(=O)N2CCC(C(=O)c3ccccc3)CC2)cc1
  8% | 45%[activator] | i | -6% | ? | -9% | -13% | 1% | -2%
(36) Cc1nc2ccccc2c(C)c1C(=O)c1ccccc1
  50µM* | 104%[activator] | 7% | ? | 0% | -8%[11.4 µM] | -4% | -16% | 34%
(37) O=C(c1ccc(OC2CCN(Cc3ccc(F)cc3)CC2)cc1)N1CCCC1
  -3% | ? | -2% | -14%[57.1 µM] | ? | 2% | 1% | 10% | 12%
(38) CCOc1ccccc1CN1CCN(Cc2nc3ccccc3s2)CC1CCO (configuration not stated)
  ? | 23% | 6% | -17% | -5% | -12% | 2% | 9% | 22%
(39) COC(=O)Cc1cc(=O)n2[nH]c(SC)nc2n1
  -20%[59 µM] | 18% | 0% | -3% | ? | -1% | -2% | -2% | 50%[activator]
(40) C=CCN1C=CC(=O)[C@@H](OC(=O)Nc2ccc(Br)cc2)[C@H]1c1ccccc1Br
  · | 26% | -4% | · | -4% | -35% | · | 0% | 27%
(41) COc1ccc(-c2nnc(NC(=O)C3=COCCO3)o2)cc1
  -24%[59 µM] | -2% | -2% | 28µM* | -4% | -10% | 0% | 4% | 16%
(42) CCN1CCN(c2ncc3c(n2)CCN(Cc2cc(Br)cs2)C3)CC1
  22µM* | 2% | -9% | 50µM* | 5% | 79µM* | -4% | 5% | 4%
(43) Cc1cc(C)nc(NC(=S)NC(=O)c2ccccc2F)n1
  · | 70%[activator] | -7% | · | -7% | ? | · | 1% | 12%
(44) O=C(NC1CCCC1)C(c1ccncc1)N(C(=O)c1csnn1)c1ccccc1F (configuration not stated)
  -8% | 53%[activator] | -2% | 4% | -15% | -7% | -1% | 10% | 12%
(45) CC1CCCCC1NC(=O)C1CCC(CNS(=O)(=O)c2cccc3cccnc23)CC1 (configuration not stated)
  9% | -16% | 1% | 0% | 4% | -19% | 2% | -2% | 13%[57 µM]
(46) COc1ccc(NC(=O)C(=O)NNC(=O)COc2ccc(OC)cc2)cc1
  7% | 18% | -9% | 16% | 6% | -6% | 0% | -2% | 56%[activator]
(47) O=C(Cn1cccc1C(=O)c1ccccc1)NCc1ccc(Cl)cc1
  9%&5%[59 µM] | 7%&16% | -9% | -7%&-1% | 0%&4% | -13%&-6% | -1%&0% | -3%&-1% | 39%&18%
(48) COc1ccc(NC(=O)C(CC(C)C)NS(=O)(=O)c2ccc3c(c2)CCN3C(C)=O)cc1OC (configuration not stated)
  -8% | 21% | · | 1% | 0% | -15% | -6% | 6% | 21%
(49) CCN1C(=O)c2cccc3c(S(=O)(=O)NCc4ccccn4)ccc1c23
  18%[59 µM] | 20% | 4% | -2% | -10% | 0% | -1% | 0% | 23%
(50) CNc1ccc(Br)cc(C(=O)/C=C/c2ccc(Cl)cc2Cl)c1=O
  35µM* | ? | -7% | ? | ? | 56µM* | -12% | -8% | ?

Screens as filed in PubChem BioAssay.
